Source: PubChem (Sanford-Burnham Center for Chemical Genomics)
hIAP act – human IAP activation | 330,000 compounds, 0.16% hits | purified human IAP, CDP-Star luminescence, 30 min; active compounds read high; 1 = vehicle-only enzyme, 0 = enzyme-free background | P09923 | activation factor at 10 µM | AID 2524;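 active means activation factor of the enzyme at least 2-fold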; further: the source names both 10 and 20 µM as test concentration; values of inactives mirror those of a sister screen read the other way
A3G deaminase – APOBEC3G (human) deaminase inhibition; Q9HC16; recombinant A3G, ssDNA deamination FAM/TAMRA fluorescence; inhibition, % at 20 µM; 330,000 compounds, 0.28% hits; AID 493012;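 active means inhibition of at least 40% at 20 µM, with no more than 30% in the related APOBEC3A deaminase screen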;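 further: plate controls were DMSO wells with A3G for no effect and wells lacking A3G enzyme for full effect; some compounds called inactive have numbers as strong as hits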
Target sequence (Q9HC16 whole entry, looked up): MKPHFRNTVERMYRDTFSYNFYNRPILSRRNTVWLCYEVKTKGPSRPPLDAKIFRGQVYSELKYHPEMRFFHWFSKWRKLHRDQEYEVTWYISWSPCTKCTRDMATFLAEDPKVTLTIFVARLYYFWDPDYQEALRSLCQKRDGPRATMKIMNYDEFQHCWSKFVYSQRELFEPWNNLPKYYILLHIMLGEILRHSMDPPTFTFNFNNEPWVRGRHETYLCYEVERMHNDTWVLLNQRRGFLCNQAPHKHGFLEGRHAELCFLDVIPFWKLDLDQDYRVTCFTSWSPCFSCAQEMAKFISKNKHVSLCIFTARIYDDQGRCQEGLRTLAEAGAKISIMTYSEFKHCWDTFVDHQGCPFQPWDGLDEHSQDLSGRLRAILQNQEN
mIAP inh – mouse IAP inhibition | purified mouse IAP, CDP-Star luminescence, 30 min | inhibition, % at 10 µM | 330,000 compounds, 0.2% hits;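 active means inhibition of at least 40% at 10 µM in the primary screen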;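 further: plate controls were DMSO with enzyme for no effect and no enzyme wells for full effect; values of inactives mirror those of a sister screen read the other way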
mIAP act – increases mouse intestinal alkaline phosphatase activity. muIAP, CDP-Star luminescence, 30 min; active compounds read high; 1 = vehicle-only enzyme signal, 0 = enzyme-free wells. activation factor at 10 µM. 330,000 compounds, 0.24% hits;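 active means activation factor of at least 2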; further: the source names both 10 and 20 µM as test concentration; values of inactives mirror those of a sister screen read the other way
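System: mouse IAP enzyme. Reagent: CDP-Star chemiluminescent phosphatase substrate. Benchmarks: DMSO wells, no-enzyme wells. Times: 30 min enzyme-substrate-compound incubation at room temperature. Detection: luminescence from enzymatic CDP-Star hydrolysis. Doses: test compounds delivered from DMSO solution.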
SENP1 FRET inh – SENP1 (human) catalytic domain inhibition; inhibition, % at 10 µM; AID 624204; 360,000 compounds, 0.21% hits; recombinant SENP1 catalytic domain, CyPet-SUMO1-YPet FRET cleavage; Q9P0U3;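 active means inhibition at least 30% at 10 µM, raw YFP signal under a set limit, fluorescence ratio 0.5 to 1.5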;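 further: 0% = enzyme with DMSO and 100% = no enzyme wells; some results filed as inactive read as strong as hits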
Target sequence (Q9P0U3 419-644 limits assumed): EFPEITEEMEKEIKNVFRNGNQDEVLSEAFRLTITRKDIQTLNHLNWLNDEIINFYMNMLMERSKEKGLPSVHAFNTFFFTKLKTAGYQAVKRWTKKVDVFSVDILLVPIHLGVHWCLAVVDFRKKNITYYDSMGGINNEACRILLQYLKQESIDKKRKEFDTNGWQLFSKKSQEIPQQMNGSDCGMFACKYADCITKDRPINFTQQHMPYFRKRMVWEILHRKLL
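system = hSENP1 catalytic domain, recombinant | reagent = SFCypet-SUMO1-SFYpet substrate at 25 nM | doses = one dose per compound, 10 µM, 0.5% DMSO | incubation = enzyme reaction for 50 min at room temperature, dark | measured by = FRET, CFP and YFP emission | controls = no-enzyme low, enzyme-DMSO high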
hIAP block – blocks human intestinal alkaline phosphatase; purified IAP, CDP-Star luminescence, 30 min; inhibition, % at 10 µM; 330,000 compounds, 0.12% hits; AID 2544; P09923;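 active means inhibition reaching a set limit with compound at 10 µM in the primary screen, cut at about 35% in these data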;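 further: plate controls were DMSO wells with enzyme for no effect and no-enzyme buffer wells for full effect; values of inactives mirror those of a sister screen read the other way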
A3A deaminase – blocks human APOBEC3A ssDNA deamination | recombinant A3A, FAM/TAMRA ssDNA deamination fluorescence | 330,000 compounds, 0.41% hits | P31941 | inhibition, % at 20 µM;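 active means at least 40% inhibition at 20 µM here, with at most 30% in a related deaminase screen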;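 further: plate controls were A3A with DMSO for no effect and wells lacking A3A enzyme for full effect; some results filed as inactive read as strong as hits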
Target sequence (P31941 whole entry, looked up): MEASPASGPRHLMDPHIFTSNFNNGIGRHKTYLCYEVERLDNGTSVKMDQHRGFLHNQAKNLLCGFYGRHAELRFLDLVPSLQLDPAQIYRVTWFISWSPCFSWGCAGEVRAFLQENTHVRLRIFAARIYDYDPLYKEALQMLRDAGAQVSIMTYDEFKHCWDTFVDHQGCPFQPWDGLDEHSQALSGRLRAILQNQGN
MIN6 prolif – induces beta-cell replication in MIN6 cells; proliferation, % at 10 µM; 330,000 compounds, 0.29% hits; MIN6 cells proliferation, ATPlite luminescence, 48 h; cells starved in 0.2% serum; 100% = growth in 10% serum;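 active means compounds whose signal lies at least 3.5 SD above the mean of all wells on their plate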;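 further: 0% = DMSO-treated cells in low-serum medium and 100% = 10% serum control; some compounds called inactive have numbers as strong as hits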
NALP3 yeast inh – blocks the NALP3 inflammasome reconstituted in yeast | Yeast reconstituted NLRP3/ASC/caspase-1, beta-gal luminescence, 24 h | inhibition, % at 10 µM | 330,000 compounds, 0.39% hits | AID 2825;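 active means inhibition of 50% or more; inactive means inhibition below 50%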;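 further: plate controls were induced DMSO wells for no effect and uninduced yeast grown without galactose for full effect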
Active calls of the source: *; . = no result given.

SMILES	hIAP act	A3G deaminase	mIAP inh	mIAP act	SENP1 FRET inh	hIAP block	A3A deaminase	MIN6 prolif	NALP3 yeast inh
O=C(NNC(=O)c1ccccc1-n1cccc1)c1ccc(F)cc1	1.1	-8	-14	1.1	2	-5	-3	-1	6
OC(COc1ccc(OCc2ccccc2)cc1)CN1CCCCC1 (stereo not given)	1.1	2	0	1	1	-7	0	-1	15
CCN(CC)CCCNC(=O)c1cc2c(-c3ccc(Cl)cc3)nn(C)c2s1	0.99	-5	-12	1.1	1	1	-2	-8	17
COC(=O)C(NC(=O)c1ccccc1C)(Nc1ncc(S(=O)(=O)c2ccc([N+](=O)[O-])cc2)s1)C(F)(F)F (stereo not given)	1.1	-1	13	0.87	1	-14	-1	-6	3
Cc1cccc(C)c1NC(=O)CCc1nnc2ccc(N3CCCC3)nn12	0.87	-6	5	0.95	-2	13	-3	0	4
COC(=O)c1ccccc1NC(=S)N(Cc1ccc2c(c1)OCO2)Cc1cc2cccc(C)c2[nH]c1=O	0.93	-2	5	0.95	1	7	-1	0	10
COc1ccc(CCNc2ccc(C(CC(N)=O)NC(=O)c3ccccc3)cc2[N+](=O)[O-])cc1 (stereo not given)	0.88	-9	-1	1	16	12	-2	-2	12
COc1ccc(C(=O)NCc2ccc(N3CCN(C(=O)OC(C)(C)C)CC3)cc2)cc1	1.1	-2	-2	1	0	-12	1	1	25
CCOC(=O)c1c(C)[nH]c(C(=O)CN2C(=O)NC(C)(CC(C)C)C2=O)c1C (stereo not given)	1	2	-4	1	2	-1	4	-4	18
CCC1SC2=NC(C)=C(C(=O)OCC(C)C)C(/C=C/c3ccccc3OC)N2C1=O (stereo not given)	1	-3	9	0.91	-1	-2	-1	-5	12
CCn1c(SCC(=O)O)nnc1-c1ccc(S(=O)(=O)N2CCCC2)cc1	0.98	-10	7	0.93	0	2	-4	2	11
Cc1noc(NS(=O)(=O)c2ccc(NC(=O)CSc3nnc(-c4ccccc4)n3C3CCCCC3)cc2)c1C	0.89	-2	-10	1.1	-1	12	2	-4	4
COC(=O)c1c(C(=O)OC)c(-c2cccc(F)c2)n2c1CS(=O)C2 (stereo not given)	1	-8	4	0.96	0	-3	-3	5	5
FC(F)(F)c1cc(-c2ccccc2)nc2ncnn12	0.88	-12	-10	1.1	0	12	-2	-3	5
O=C(COC(=O)[C@@H]1CCCN1S(=O)(=O)c1ccc(Cl)cc1)NC1CCS(=O)(=O)C1 (stereo not given in full)	0.97	0	1	0.99	2	3	21	-5	23
COc1ccc(S(=O)(=O)N(C)C[C@H]2Oc3ccc(NC(=O)Cc4ccccc4)cc3C(=O)N([C@H](C)CO)C[C@@H]2C)cc1	1	-10	-28	1.3	1	-1	-5	-1	12
O=C(CN1CCSCC1)N/N=C/c1ccc(F)cc1	1	-5	8	0.92	2	-4	0	-4	4
CCOC(=O)CC1COCCN1C(=O)CCc1nnc(-c2ccsc2)o1 (stereo not given)	0.95	-4	0	1	0	5	-1	-2	4
CC1CCN(C(=O)c2cc(S(=O)(=O)N3CCOCC3)ccc2N2CCCC2)CC1	0.89	-6	-9	1.1	0	12	3	-2	-1
CCCc1cc2c(cc1NC(=O)c1ccccc1F)OCO2	0.99	-6	1	0.99	0	1	0	2	41
CCCn1c(N)c(C(=O)CSc2n[nH]c(-c3ccc(C)cc3)n2)c(=O)[nH]c1=O	1.1	1	9	0.91	-1	-10	2	6	8
CCN(Cc1cn2cccnc2n1)C1CCCCC1	1.1	3	-10	1.1	-1	-12	-1	2	11
C[C@@H](NC(=O)c1nc[nH]c1C(=O)N[C@@H](CCCCNC(=O)OC(C)(C)C)C(=O)OC(C)(C)C)c1ccccc1	1.3	-9	4	0.96	0	-25	-1	-9	18
CC1CC(C)CN(CCCNC(=O)c2cc3c(s2)-c2ccccc2OC3)C1 (stereo not given)	0.87	-3	1	0.99	-9	13	-1	-8	7
c1ccc(COc2ccc(CNCc3cccs3)cc2)cc1	1.1	-9	-1	1	1	-12	-8	-6	40
CN(CP(=O)(O)CN(C)S(C)(=O)=O)S(C)(=O)=O	1.1	-7	2	0.98	1	-6	-3	-3	-9
ClCc1cc2ccccc2nc1Cl	0.98	-1	9	0.91	-1	2	4	-6	22
CCOC(=O)CSc1nnc(-c2ccc(S(=O)(=O)N3CCOCC3)cc2)n1-c1ccccc1	0.93	0	4	0.96	-1	7	3	-1	14
CC1(OC(=O)C2CCCC2)C(=O)C=C2C=C3CCCCN3C=C2C1=O (stereo not given)	0.91	19	-1	1	-6	9	44*	-3	8
CCOC(=O)N1CCN(S(=O)(=O)c2ccc(C(=O)N(CCCN(C)C)c3nc4ccc(OC)cc4s3)cc2)CC1	1	-1	5	0.95	0	-2	1	-4	13
COC(=O)c1nnn(-c2nonc2N)c1CSCCO	0.99	1	5	0.95	3	1	7	0	6
CN(C)c1ccc(NC(=O)CN2C(=O)CC(c3ccccc3)=Nc3ccccc32)cc1	0.9	3	2	0.98	-3	10	-2	2	12
CN(CCO)c1cnccn1	1.2	-5	-9	1.1	1	-18	-3	1	4
CCOC(=O)C(C)/C(C)=N/NC(=O)CCC(=O)Nc1cc(C)ccc1C (stereo not given)	1.1	-4	25	0.75	-1	-12	1	-3	15
CCN1/C(=C/C=C/c2oc3ccc4ccccc4c3[n+]2CC)Oc2ccc3ccccc3c21	0.56	-268	47*	0.53	.	44*	-98	-5	59*
CN(C)C(=O)CSc1nnc(Cc2ccc3c(c2)OCO3)o1	0.96	1	7	0.93	0	4	8	-3	-5
COCCn1c(C)cc2c(c1=O)C(c1ccco1)C(C#N)=C(N)O2 (stereo not given)	0.98	-7	6	0.94	-135	2	-5	-2	0
CC(C)=CCC/C(C)=C/CNC(=O)C[C@H]1C[C@H](C(=O)N2CCCCC2)[C@@]2(CCc3ccccc3)c3[nH]c4cc(-c5ccco5)ccc4c3CCN2C1=O	.	1	-13	1.1	-69	.	0	.	.
Cn1cc(CN2CCC(C(=O)Nc3cccc(-c4cccc(F)c4)c3)CC2)cn1	2.5*	-10	-130	2.3*	2	-154	-9	-3	15
CCOC(=O)C1=CNS(=O)(=O)NC1c1ccc(C[C@H](NC(=O)CNC(=O)CCc2ccccc2)C(N)=O)cc1 (stereo not given in full)	.	-3	-6	1.1	-6	.	1	.	.
CCN(CC)c1ccc(S(=O)(=O)N2CCOCC2)cc1NC(=O)Nc1ccccc1	1	1	-366	4.7*	0	-5	-3	-3	-7
Cc1cccc(C(=O)Oc2ccc(/C=N/NC(=O)c3ccccc3O)cc2)c1	0.9	-4	-1	1	0	10	-2	-5	-13
CCC(C)(C)NC(=O)C(c1cccn1C)N(C(=O)Cn1nnc2ccccc21)c1ccc(OC)cc1OC (stereo not given)	1.1	-8	-3	1	1	-12	-2	0	0
COC(=O)CC(c1ccc(OC)c(OC)c1)c1ccc(OC)c(OC)c1	0.89	-7	13	0.87	0	11	2	-1	10
O=C(NCCCn1ccnc1)c1cc(-c2cccs2)on1	1	-4	1	0.99	-1	-2	-6	-5	-2
Cc1cc2ccccc2n2c(SCC(=O)Nc3ccc(S(=O)(=O)N4CCCCC4)cc3)nnc12	0.93	2	-3	1	2	7	0	-2	4
Cc1ccc(Cl)c(NC(=O)CCl)c1Cl	0.9	-6	-16	1.2	1	10	-9	-4	19
CCOC(=O)C1(Cc2cccc(F)c2)CCN(Cc2c(C)nn(CC)c2C)CC1	1.1	-1	2	0.98	-1	-7	-3	-2	-3
c1ccc2c(c1)Cc1cc3ccccc3nc1-2	1.1	-7	9	0.91	-3	-7	0	-5	27
CSc1nc2nc(-c3cccc(C(F)(F)F)c3)ccn2n1	1.1	-9	9	0.91	1	-13	8	0	0
COC(=O)Cc1ccc(OCC(=O)Nc2ccc(OC(F)(F)F)cc2)cc1	0.88	-7	-5	1.1	4	12	-5	-2	12
Brc1ccc(C2=CC(c3ccco3)n3nnnc3N2)cc1 (stereo not given)	0.86	-15	11	0.89	18	14	-6	-3	12
Cc1cc(/C=N/NC(N)=S)c(C)n1-c1ccc(Br)cc1	1.1	3	15	0.85	-12	-12	4	-6	-1
CC(=O)c1cccc(NC(=O)c2ccncc2)c1	0.91	-7	-5	1.1	1	9	-6	-1	-11
CCCCCCCCCCCCCCCC(=O)NCCO	0.97	-2	11	0.89	-1	3	0	-1	15
CCOC(=O)c1cc(C)[nH]c(=S)c1C#N	0.93	63*	-6	1.1	-4	7	-3	-3	16
CC(C)CN(C(=O)COC(=O)CCC(=O)c1ccc(F)cc1)c1c(N)n(Cc2ccccc2)c(=O)[nH]c1=O	0.86	-9	0	1	-4	14	-1	0	7
Cc1ccc(C2=C/C(=C/c3cccs3)C(=O)O2)cc1	0.73	-2	6	0.94	-41	27	5	-4	30
Cn1cnnc1SCC(=O)Nc1cc(S(=O)(=O)N2CCCCCC2)ccc1Cl	0.95	-1	6	0.94	-1	5	1	0	-5
COc1ccccc1C(=O)Nc1ccnn1C1CCN(Cc2cnn(C)c2C)CC1	0.96	-7	3	0.97	0	4	-2	-3	9

Remaining list, next part.
SMILES	hIAP act	A3G deaminase	mIAP inh	mIAP act	SENP1 FRET inh	hIAP block	A3A deaminase	MIN6 prolif	NALP3 yeast inh
Cc1nc(-c2ccccc2Cl)sc1C(=O)/C=C/N(C)C	0.86	-11	38	0.62	1	14	-4	-3	39
Clc1ccc(C2CC(c3ccccc3)Nc3ncnn32)cc1 (stereo not given)	1.1	-1	-1	1	1	-9	3	-2	-7
COc1ccc(NC(=O)NCCCN2CCN(c3ccccc3F)CC2)cc1	0.94	-1	-7	1.1	4	6	-4	-3	-1
CC(=O)Oc1ccc(C(=O)O)cc1OC(C)=O	1.1	-7	38	0.62	2	-10	-2	-1	10
CCOc1ccc(C(=O)OCC(=O)NC(C)C)cc1	1	-2	8	0.92	2	-5	2	0	13
CC(=O)c1ccc(N=C2NC(=O)C(CO)(CO)S2)cc1	0.99	-6	0	1	1	1	-4	-3	18
O=[N+]([O-])c1cccc(-c2n[nH]c(=S)n2Cc2ccccc2)c1	1	29	1	0.99	2	-3	-7	0	20
COCCN(C(=O)COC(=O)Cc1cccc(OC)c1)c1c(N)n(Cc2ccccc2)c(=O)[nH]c1=O	1.1	-8	2	0.98	3	-7	-1	7	9
COc1ccc(NC(=O)c2ccccc2Oc2ccccc2)c(OC)c1	1.1	-7	1	0.99	2	-6	-6	-3	23
O=C(c1ccc(COc2ccc3c(c2)CCC3)o1)N1CCN(c2ccccc2)CC1	0.89	-1	7	0.93	1	11	2	-4	29

Ordered by value in A3A deaminase (descending): some entries from above
| smiles | A3A deaminase |
| --- | --- |
| CSc1nc2nc(-c3cccc(C(F)(F)F)c3)ccn2n1 | 8 |
| Cc1cc2ccccc2n2c(SCC(=O)Nc3ccc(S(=O)(=O)N4CCCCC4)cc3)nnc12 | 0 |
| Cc1cccc(C(=O)Oc2ccc(/C=N/NC(=O)c3ccccc3O)cc2)c1 | -2 |

The list is partial; the hit share may differ from the screen's.
